Assay outcomes deposited in PubChem by National Center for Advancing Translational Sciences (NCATS).
GLP1R cytotox: qHTS of GLP-1 Receptor Inverse Agonists: Cytotox Screen. Potency, µM (top dose mostly 38.3 µM), without a hit: at the highest dose activity change, negative = inhibition, most hits filed as inhibitors. AID 624418, 2012. 0.13% of 410,000 active. HEK293 cAMP-luciferase reporter cells, luminescence, 24 h;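 further: loss of luciferase light is scored as toxicity; potency means the concentration at half of the fitted maximal effect; on the % scale 0 is the no-effect control and ±100 the full control effect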
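A 23 nL compound transfer followed 12 hours of cell culture at 37 deg C; exposure then lasted 24 hr. Luciferase assay detection reagent was dispensed and plates read for luminescence after a 12 min room-temperature wait.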
GLP1R inv ag: qHTS of GLP-1 Receptor Inverse Agonists (Inhibition Mode); HEK293 GLP-1R CRE-luciferase, luminescence, 24 h; GLP-1R form is constitutively active; Potency, µM (highest dose often 38.3 µM), without a hit: at the top dose activity change, negative = inhibition, actives largely listed as inhibitors; 1.6% of 410,000 active; AID 624417, 2012; further: potency means the concentration at half of the fitted maximal effect; on the % scale 0 is the no-effect control and ±100 the full control effect; nearly all actives have a fitted effect of over 55% in size
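HEK293 cells stably co-expressing a cAMP-responsive luciferase reporter and constitutively active GLP-1R were seeded, incubated 12 h, then exposed to compounds for 24 h at 37 C. Luminescence was read 12 min after detection reagent; inverse agonists lower signal.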
PLK1 PBD block: qHTS for Inhibitors of PLK1-PDB (polo-like kinase 1 - polo-box domain): Primary Screen. Serine/threonine-protein kinase PLK1 (Homo sapiens), P53350. Potency, µM, for the others: max response, negative = inhibition, most hits filed as inhibitors. Plk1 PBD binding of FITC phosphopeptide, fluorescence polarization. 2.8% of 360,000 active; further: potency means the concentration at half of the fitted maximal effect; series mostly up to about 57 µM; on the % scale 0 is the no-effect control and ±100 the full control effect; nearly all actives have a fitted effect of over 65% in size
PTHR1 agonist: qHTS for PTHR1 Agonists: Primary Screen; Parathyroid hormone/parathyroid hormone-related peptide receptor (Homo sapiens), Q03431; HEK293 GP2 PTHR1 cells, GloSensor cAMP luminescence, 1 h; Potency, µM (highest dose often 115 µM), for the others: at the top dose activation, hits mostly activators; 0.075% of 410,000 active; AID 743266, 2014; further: potency means the concentration at half of the fitted maximal effect; nearly all actives have a fitted effect of over 55% in size; some results filed as inactive show a strong effect at the top dose; inactives centre near -15; many of its hits are not listed in these tables
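HEK-293-derived GP2 cells expressing PTHR1 and a GloSensor cAMP reporter, 3,000/well, plated overnight, given luciferin plus IBMX (each 0.5 mM as added) for 1 h at 37 °C, then compound for 1 h at 37 °C. Luminescence was read after 15 min at room temperature.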
GLP1R ag: qHTS of GLP-1 Receptor Agonists | Glucagon-like peptide 1 receptor (Homo sapiens), P43220 | HEK293 GLP-1R CRE-luciferase, luminescence, 4-6 h; cells express a hypersensitive GLP-1R form | Potency, µM (titrated, usually from 45.6 µM), inactives show top-dose activation, usual class: activators | 0.007% of 380,000 active | AID 624172, 2012; further: potency means the concentration at half of the fitted maximal effect; % of control where 0% means no effect
PI5P4Ka inh: qHTS for Inhibitors of phosphatidylinositol 5-phosphate 4-kinase (PI5P4K). Phosphatidylinositol 5-phosphate 4-kinase type-2 alpha (Homo sapiens), P48426. PI5P4Kalpha enzyme, ADP-Glo luminescence, 60 min; active compounds read low. max response, %. 1.2% of 330,000 active. AID 652105, 2013; active means max response of -50% or lower; inconclusive means between -30% and -50%; inactive means -30% or higher; further: value at the top dose of about 77 µM; on the % scale 0 is the no-effect control and ±100 the full control effect
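Controls without substrate or without enzyme flank wells where PI5P4Kalpha converts substrate using 5 microM ATP (final). Incubation lasts 60 minutes at room temperature; ADP formed is read by ADP-Glo luminescence.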
EPAC1 antagonist: qHTS for Antagonist of cAMP-regulated guanine nucleotide exchange factor 3 (EPAC1): primary screen; Rap guanine nucleotide exchange factor 3 (Homo sapiens), O95398; EPAC1 GEF assay, Rap1b-BODIPY-GDP exchange fluorescence; Potency, µM (highest dose often 115 µM), without a hit: at the top dose activity change, negative = inhibition, actives largely listed as inhibitors; 0.14% of 360,000 active; AID 720709, 2013;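 further: potency means the concentration at half of the fitted maximal effect; plate controls were vehicle for no effect and positive control for full effect; nearly all actives have a fitted effect of over 50% in size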
Target sequence (O95398 whole entry, looked up): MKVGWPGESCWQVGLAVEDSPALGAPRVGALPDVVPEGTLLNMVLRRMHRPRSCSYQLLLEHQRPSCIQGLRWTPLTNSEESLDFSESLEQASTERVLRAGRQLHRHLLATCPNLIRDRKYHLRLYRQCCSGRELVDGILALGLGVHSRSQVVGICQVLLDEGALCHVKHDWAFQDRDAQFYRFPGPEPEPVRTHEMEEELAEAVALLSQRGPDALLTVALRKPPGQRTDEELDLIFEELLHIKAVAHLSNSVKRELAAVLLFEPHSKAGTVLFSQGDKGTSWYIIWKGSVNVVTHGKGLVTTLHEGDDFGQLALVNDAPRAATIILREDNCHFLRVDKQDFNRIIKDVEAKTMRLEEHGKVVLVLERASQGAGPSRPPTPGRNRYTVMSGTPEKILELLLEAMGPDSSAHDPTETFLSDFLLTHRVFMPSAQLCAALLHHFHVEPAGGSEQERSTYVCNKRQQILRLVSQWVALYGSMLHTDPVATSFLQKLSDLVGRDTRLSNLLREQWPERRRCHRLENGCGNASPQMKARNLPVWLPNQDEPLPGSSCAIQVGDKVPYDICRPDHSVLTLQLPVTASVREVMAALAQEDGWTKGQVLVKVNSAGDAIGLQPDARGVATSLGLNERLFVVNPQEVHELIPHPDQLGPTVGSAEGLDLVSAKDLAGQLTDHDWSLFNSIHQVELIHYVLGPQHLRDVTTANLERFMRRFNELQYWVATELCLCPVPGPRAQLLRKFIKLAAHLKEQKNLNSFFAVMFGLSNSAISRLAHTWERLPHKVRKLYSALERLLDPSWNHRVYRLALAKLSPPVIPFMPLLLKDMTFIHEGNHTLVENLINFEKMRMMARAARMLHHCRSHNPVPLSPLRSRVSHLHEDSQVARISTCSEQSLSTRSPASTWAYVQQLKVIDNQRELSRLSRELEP
EPAC1 ag: qHTS for Agonist of cAMP-regulated guanine nucleotide exchange factor 3 (EPAC1): primary screen | Rap guanine nucleotide exchange factor 3 (Homo sapiens), O95398 | 0.073% of 360,000 active | Potency, µM (titrated, usually from 154 µM), without a hit: at the top dose activation, most hits filed as activators | AID 720707, 2013 | EPAC1 agonist qHTS, biochemical assay; response scale: 100% = response to 6.5 mM cAMP; further: potency means the concentration at half of the fitted maximal effect; nearly all actives have a fitted effect of over 60% in size
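Multi-concentration qHTS readout: loss of Rap1B-bound BODIPY-GDP fluorescence driven by 100 nM EPAC1 with excess GDP (50 uM), monitored kinetically at room temperature; agonist response expressed relative to 6.5 mM cAMP.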
IL-2 act: qHTS of IL-2 Activators; IL-2 activation reporter assay, cell-based qHTS; stimulated with anti-CD3/CD4/CD28 beads; in transgenic mouse T cells; activation, % (series mostly up to about 46 µM); 0.065% of 360,000 active; AID 652025, 2013; in the data active means activation above about 50%; inconclusive means mostly about 30% to 49%; further: 0% is about no effect
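First, unstimulated transgenic mouse T cells were exposed to compound for 60 min. Next, anti-CD3/anti-CD4-coated beads with anti-CD28 were added. Finally, after 18 h at 37 degrees C, EGFP and DsRed were imaged.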
Starred values were filed as active, the others as inactive; [ ] = another dose, or the depositor's remark. Unless noted, the call rests on the fitted dose curve; in most records, active means well fitted curve in the direction sought with a large enough effect; inconclusive means small, poorly fitted or top-dose-only effect, or another doubt; inactive means no such curve, though single readings can be large; an effect the other way counts as inactive or inconclusive. Only part of the results is shown, so the mix of outcomes need not match the whole.

What do the screens show for `CCOC(=O)N1CCN(C(=O)C2CCC(=O)N(Cc3cccc(C(F)(F)F)c3)C2)CC1` (configuration not stated)?
GLP1R cytotox: 15%; GLP1R inv ag: 11%; PLK1 PBD block: -1%; PTHR1 agonist: inactive; GLP1R ag: 3%; PI5P4Ka inh: 6; EPAC1 antagonist: 8%; EPAC1 ag: 7%; IL-2 act: -1.8

How did CCOc1ccc(NC(=O)CNC(=O)COc2ccccc2)cc1 do in these assays?
GLP1R cytotox: -11%; GLP1R inv ag: 29%; PLK1 PBD block: 0%; PTHR1 agonist: inactive; GLP1R ag: 4%; PI5P4Ka inh: 41; EPAC1 antagonist: 9%; EPAC1 ag: 6%; IL-2 act: -0.1

How did COc1cc(-c2n[nH]c(=S)n2-c2ccc(C)cc2)cc(OC)c1OC do in these assays?
GLP1R cytotox: -4%; GLP1R inv ag: 62%[activator]; PLK1 PBD block: -27%; PTHR1 agonist: 18%; GLP1R ag: -1%; PI5P4Ka inh: -10; EPAC1 antagonist: -13%; EPAC1 ag: 8%; IL-2 act: -1.3

What do the screens show for `CCNC(=O)N(C)C[C@H]1N[C@@](C)(C(=O)OC)[C@H]2C(=O)N(Cc3ccccc3)C(=O)[C@@H]12`?
GLP1R cytotox: -2%; GLP1R inv ag: 11%; PLK1 PBD block: -4%; PTHR1 agonist: -9%; GLP1R ag: -2%; PI5P4Ka inh: 1; EPAC1 antagonist: -17%; EPAC1 ag: -15%; IL-2 act: 0.3

What do the screens show for `CCCNC(=O)Cn1nc(C(F)(F)F)cc1C`?
GLP1R cytotox: -10%; GLP1R inv ag: 0%; PLK1 PBD block: 3%; PTHR1 agonist: inactive; GLP1R ag: -4%; PI5P4Ka inh: -11; EPAC1 antagonist: -31%; EPAC1 ag: 10%; IL-2 act: -0.5

How did CC(C)n1c(/N=C/c2c[nH]c3ccccc23)nc2ccccc21 do in these assays?
GLP1R cytotox: 10%; GLP1R inv ag: -12%; PLK1 PBD block: -5%; PTHR1 agonist: -15%[57.5 µM]; GLP1R ag: 0%; EPAC1 antagonist: -5%; EPAC1 ag: 29%; IL-2 act: 0.1

How did CSc1cccc(NC(N)=O)c1 do in these assays?
GLP1R cytotox: 2%; GLP1R inv ag: -13%; PLK1 PBD block: -8%; PTHR1 agonist: inactive; GLP1R ag: 14%; PI5P4Ka inh: -5; EPAC1 antagonist: 4%; EPAC1 ag: 11%; IL-2 act: 0.0

How did O=C(CCNS(=O)(=O)c1ccc2c(c1)CCC(=O)N2)NCc1cccnc1 do in these assays?
GLP1R cytotox: 0%; GLP1R inv ag: 9%; PLK1 PBD block: -4%; PTHR1 agonist: inactive; GLP1R ag: -3%; EPAC1 antagonist: -9%; EPAC1 ag: 8%; IL-2 act: 1.8

How did COc1ccc(C(=O)N2CCC(C(=O)Nc3ccc4c(c3)OCCO4)CC2)cc1 do in these assays?
GLP1R cytotox: -12%; GLP1R inv ag: inconclusive; PLK1 PBD block: -2%; PTHR1 agonist: -12%[57.5 µM]; GLP1R ag: -3%; PI5P4Ka inh: 0; EPAC1 antagonist: -1%; EPAC1 ag: -2%; IL-2 act: 0.3

How did Cc1ccc(OCC(=O)OCc2nc3scc(-c4ccccc4)c3c(=O)[nH]2)cc1C do in these assays?
GLP1R cytotox: 10%; GLP1R inv ag: 6%; PLK1 PBD block: 0%; PTHR1 agonist: inactive; GLP1R ag: -1%; PI5P4Ka inh: -7; EPAC1 antagonist: -10%; EPAC1 ag: 12%; IL-2 act: -3.3

Not a retest: an excerpt of the list.
How did COc1ccc(C(=O)N2CCC(C(=O)Nc3ccc4c(c3)OCCO4)CC2)cc1 do in these assays?
GLP1R cytotox: -12%; GLP1R inv ag: inconclusive; PLK1 PBD block: -2%; PTHR1 agonist: -12%[57.5 µM]; GLP1R ag: -3%; PI5P4Ka inh: 0; EPAC1 antagonist: -1%; EPAC1 ag: -2%; IL-2 act: 0.3

How did Cc1ccc(OCC(=O)OCc2nc3scc(-c4ccccc4)c3c(=O)[nH]2)cc1C do in these assays?
GLP1R cytotox: 10%; GLP1R inv ag: 6%; PLK1 PBD block: 0%; PTHR1 agonist: inactive; GLP1R ag: -1%; PI5P4Ka inh: -7; EPAC1 antagonist: -10%; EPAC1 ag: 12%; IL-2 act: -3.3

Remaining list, next part
How did COc1ccccc1NS(=O)(=O)c1cc(C(=O)N2CCN(C/C=C/c3ccccc3)CC2)ccc1C do in these assays?
GLP1R cytotox: -11%; GLP1R inv ag: 10µM*; PLK1 PBD block: 2%; PTHR1 agonist: -6%; GLP1R ag: -1%; PI5P4Ka inh: 0; EPAC1 antagonist: 4%; EPAC1 ag: 2%; IL-2 act: -2.5

How did CCc1cc(C(=O)O)c(NC(=O)c2cc(OC)c(OC)c(OC)c2)s1 do in these assays?
GLP1R cytotox: -14%; GLP1R inv ag: 52%[activator]; PLK1 PBD block: -1%; PTHR1 agonist: -2%; GLP1R ag: 10%; PI5P4Ka inh: 1; EPAC1 antagonist: -8%; EPAC1 ag: -2%; IL-2 act: -0.3

What do the screens show for `CC(C)COc1ccc(C(=O)Nc2ccc(NC(=O)c3ccco3)cc2)cc1`?
GLP1R cytotox: 1%; GLP1R inv ag: -2%; PLK1 PBD block: -6%; PTHR1 agonist: inactive; GLP1R ag: 1%; PI5P4Ka inh: -10; EPAC1 antagonist: 17%; EPAC1 ag: 0%; IL-2 act: 0.4

Results for CCC1CCCCN1C(=O)CSc1nc(N)cc(=O)[nH]1 (configuration not stated) ?
GLP1R cytotox: 0%; GLP1R inv ag: 11%; PLK1 PBD block: -8%; PTHR1 agonist: -4%; GLP1R ag: -1%; PI5P4Ka inh: -6; EPAC1 antagonist: 14%; EPAC1 ag: 7%; IL-2 act: -0.5

Results for O=C(Nc1nc2c(s1)CCCC2)c1nn(Cc2ccccc2)c(=O)c2ccccc12 ?
GLP1R cytotox: -5%; GLP1R inv ag: 4%; PLK1 PBD block: -21%; PTHR1 agonist: 9%; GLP1R ag: 10%; PI5P4Ka inh: -7; EPAC1 antagonist: 2%; EPAC1 ag: 2%; IL-2 act: 1.2

Results for COc1ccccc1C(=O)NNC(=O)C1CC=CCC1 (configuration not stated) ?
GLP1R cytotox: 4%; GLP1R inv ag: 8%; PLK1 PBD block: -9%; PTHR1 agonist: -9%; GLP1R ag: -2%; PI5P4Ka inh: 0; EPAC1 antagonist: -7%; EPAC1 ag: 5%; IL-2 act: -2.0

What do the screens show for `CC(=O)C1=C(C)NC(SCC(N)=O)=C(C#N)C1c1ccco1` (configuration not stated)?
GLP1R cytotox: -2%; GLP1R inv ag: 4%; PLK1 PBD block: -1%; PTHR1 agonist: inactive; GLP1R ag: 19%; PI5P4Ka inh: -4; EPAC1 antagonist: 2%; EPAC1 ag: 0%; IL-2 act: -1.0

How did Nn1c(-c2cccc([N+](=O)[O-])c2)nc2ccccc2c1=O do in these assays?
GLP1R cytotox: 1%; GLP1R inv ag: 29%; PLK1 PBD block: -12%; PTHR1 agonist: inactive; GLP1R ag: 13%; PI5P4Ka inh: 2; EPAC1 antagonist: 8%; EPAC1 ag: 4%; IL-2 act: -0.8

Results for CNC(=O)/C(C#N)=c1\s/c(=C/C(=O)OC)c(=O)n1-c1ccccc1 ?
GLP1R cytotox: -1%; GLP1R inv ag: -2%; PLK1 PBD block: -13%; PTHR1 agonist: -8%; GLP1R ag: -9%; EPAC1 antagonist: -16%; EPAC1 ag: 1%; IL-2 act: 0.1

Results for COc1cc(CNc2cccc(C(=O)O)c2)cc(Br)c1OCC(=O)NC(C)(C)C ?
GLP1R cytotox: 10%; GLP1R inv ag: 31%[activator]; PLK1 PBD block: -10%; PTHR1 agonist: -9%; GLP1R ag: -1%; PI5P4Ka inh: 1; EPAC1 antagonist: -6%; EPAC1 ag: -11%; IL-2 act: -0.5

Results for NC(=O)c1nc2c([nH]c1=O)CCCC2 ?
GLP1R cytotox: -9%; GLP1R inv ag: 1%; PLK1 PBD block: -2%; PTHR1 agonist: inactive; GLP1R ag: -5%; PI5P4Ka inh: -2; EPAC1 antagonist: 13%; EPAC1 ag: 4%; IL-2 act: -0.7

Results for O=C(NCCN1CCC(n2c(=O)[nH]c3ccccc32)CC1)c1cccc(Cl)c1 ?
GLP1R cytotox: -16%; GLP1R inv ag: inconclusive; PLK1 PBD block: 0%; PTHR1 agonist: -31%; GLP1R ag: 3%; PI5P4Ka inh: -4; EPAC1 antagonist: 8%; EPAC1 ag: -1%; IL-2 act: 1.2

How did Cc1ccc(S(=O)(=O)Nc2ccc(NC(=O)c3cccnc3)cc2)cc1 do in these assays?
GLP1R cytotox: 2%; GLP1R inv ag: 7%; PLK1 PBD block: -11%; PTHR1 agonist: -6%; GLP1R ag: 5%; PI5P4Ka inh: -1; EPAC1 antagonist: 10%; EPAC1 ag: 2%; IL-2 act: 0.6

What do the screens show for `NC(c1csc(NC(=O)Nc2cccc(Cl)c2)n1)c1ccccc1Cl` (configuration not stated)?
GLP1R cytotox: -8%; GLP1R inv ag: inconclusive; PLK1 PBD block: -8%; PTHR1 agonist: -19%; GLP1R ag: -2%; PI5P4Ka inh: inconclusive; EPAC1 antagonist: -26%; EPAC1 ag: 7%; IL-2 act: -0.7
